Imprint erasure: qHTS Assay for Compounds that Induce Erasure of Genomic Imprints; mouse ES Peg3-LacZ reporter, beta-gal luminescence, 40 h; AID 1948, 2009; Potency, µM (doses to about 60.7 µM), for the others: top-dose activity change, positive = activation, actives largely listed as activators; 110,000 tested, 0.02% active;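 note: 0% = negative control wells on the plate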
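Imprint erasure is scored as LacZ activity from the silenced maternal Peg3 allele in feeder-free female ES cells cultured 40 h with LIF. Luminescence is normalized to in-plate negative controls and fitted to the Hill equation.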
IkB signaling: IkB Signaling; ABC-DLBCL IkBa-CBG/CBR dual luciferase ratio, 4 h; response scale: scaled: untreated 0%, proteasome inhibitor 100%; Potency, µM (highest dose often 57.1 µM), without a hit: top-dose IkBa stabilization activation; 110,000 tested, 0.04% active; AID 445, 2006; active = well fitted curve in the direction sought with a large enough effect in the signal ratio, not every such curve was filed as active; inconclusive = small, poorly fitted or top-dose-only effect, or a change in a side signal; the % refers to the signal ratio;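 note: the direction sought is a rising ratio; 0% = basal untreated cells and 100% = reference inhibitor full response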
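In this assay, an IκBα–CBG68 fusion accumulates when IKK-driven degradation is blocked; native CBR normalizes for cell number. OCI-Ly3 cells were treated 4 h with compound and doxycycline, then green and red light read after Chroma-Glo addition.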
p53ts 39C tox: qHTS Screen for Compounds that Selectively Target Cancer Cells with p53 Mutations: Cytotoxicity of p53ts Cells at the Nonpermissive Temperature. H1299-p53A138V viability at 39C, ATP luminescence, 24 h. Potency, µM (series often up to 46.1 µM), inactives show at the top dose activity change, negative = cell killing, actives largely listed as cytotoxic. 130,000 tested, 1.5% active. AID 902, 2007; note: nearly all actives have a fitted effect of over 55% in size
p53ts 32C kill: qHTS Screen for Compounds that Selectively Target Cancer Cells with p53 Mutations: Cytotoxicity of p53ts Cells at the Permissive Temperature; H1299-p53A138V at 32C, ATP luminescence viability, 24 h; Potency, µM (doses to about 46.1 µM), inactives show at the top dose activity change, negative = cytotoxicity, most hits filed as cytotoxic; 130,000 tested, 0.93% active; AID 924, 2007;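 note: 0% = DMSO and -100% = full killing by reference compound; nearly all actives have a fitted effect of over 55% in size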
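Cells: H1299 p53ts (A138V), 600/well, pre-incubated 16–30 h at 37C. Cpd up to 46 uM, 24 h, 32C. Readout: ATPlite luminescence, 20 min RT. Normalization: DMSO vs tamoxifen 100 uM. AC50 by Hill equation.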
* hit, by the source's call; ? = inconclusive; nt = not tested or not shown; [ ] = dose if it differs, or a comment. Unless noted, calls come from the whole dose curve; as a rule, active = well fitted curve in the direction sought with a large enough effect; inconclusive = small, poorly fitted or top-dose-only effect, or another doubt; inactive = no such curve, though single readings can be large; an effect the other way counts as inactive or inconclusive. Unless noted, % is set by controls: 0 for no effect and ±100 for the full control effect; potency is the fitted concentration of half-maximal effect.

The line under a structure holds: IkB signaling, p53ts 32C kill, p53ts 39C tox, Imprint erasure
Cc1ccc([C@@H]2C3COCC=C3C(C#N)=C(N)C2(C#N)C#N)o1 (stereo partly specified)
  0.6%, 4%, 9%, -1%
Cc1ccc(N2C(=O)c3ccc(N)cc3C2=O)cc1C
  4.1%, -22%, -22%, -23%
COc1ccc(-c2oc3ncn4nc(COc5cccc(C)c5C)nc4c3c2-c2ccc(OC)cc2)cc1
  3.7%, 11%, 22%, -5%[10.9 µM]
Cc1cc(NC(=O)c2cc(-c3ccccn3)nc3ccccc23)no1
  -0.3%, -4%, -1%, -8%
CCN(CC)S(=O)(=O)c1ccc(NC(=O)NCc2noc3ccc(C)cc23)cc1
  0.5%, 22%, -1%, -12%[10.9 µM]
COc1ccc(Cc2nc3ccc(C(=O)NCc4ccc(OC)cc4OC)cc3o2)cc1
  ?, -10%, -10%, -14%[10.9 µM]
CC1NC2(C(=O)N(Cc3ccccc3)c3ccccc32)C2C(=O)N(c3ccccc3)C(=O)C12 (stereo unspecified)
  3.1%, 1%, 13%, -17%
Cc1ccc(OCC(=O)N(Cc2ccco2)Cc2ccco2)cc1C
  3.5%, 4%, -11%, -11%[10.9 µM]
CCNCCCNCCCNCCCNCC
  0.0%, -1%, -10%, -9%
CCC(O)c1cc2c(cc1NC(=O)c1ccccc1F)OCCO2 (stereo unspecified)
  1.7%, -3%, -2%, -5%[10.9 µM]
CCn1cc(SCC(=O)Nc2cc(C)on2)c2ccccc21
  3.2%, -1%, 2%, -11%
COc1ccc(OC)c(CNC(=O)C2CCCN(C(=O)N(C)C)C2)c1 (stereo unspecified)
  0.7%, 3%, -1%, -16%
Cc1cccc2c1-c1sc(C(=O)N3CCN(c4cccc(Cl)c4)CC3)cc1CO2
  ?, 9%, -16%, -6%[10.9 µM]
CCc1cc2c(=O)c(Oc3ccccc3F)c(C)oc2c(CN(C)C)c1O
  -1.7%, 18%, 9%, -3%
Cc1ccc(CS(=O)(=O)c2ncc(Cl)c(C(=O)Nc3nnc(C(C)C)s3)n2)cc1
  -0.2%, 13µM*, 5µM*, -31%[inhibitor][10.9 µM]
Brc1ccc(-c2ccccc2)cc1
  -1.0%, 2%[1.84 µM], 5%, 7%
CCCCC(CC)CNC(=O)c1ccc2c(=O)n(Cc3ccc(OC)cc3)c(=O)[nH]c2c1 (stereo unspecified)
  1.2%, 5%, 28%, -4%[10.9 µM]
CCC/C=C(\CCC)C(NS(=O)(=O)c1ccc(Cl)cc1)c1ccccc1 (stereo unspecified)
  nt, 13%, -26%, -23%
CCOC(=O)c1ccccc1NC(=O)CCc1c(C)nc2c(c1C)c(=O)n(C)c(=O)n2C
  ?, 6%, -19%, -7%[10.9 µM]
CN(C)c1ccc(CNC2CC(C)(C)NC(C)(C)C2)cc1
  0.7%, -8%, 1%, -1%
COc1ccc(C2CCCN2C(=O)Nc2ccc(F)cc2)cc1OC (stereo unspecified)
  3.4%, 1%, 3%, -14%
O=S(=O)(c1ccc2nc(N3CCN(c4ccccc4)CC3)ccc2c1)N1CCCCC1
  -1.7%, 1%, -8%, 5%[10.9 µM]
Cc1ccccc1NC(=O)N1CCCC1C(=O)NCc1cccs1 (stereo unspecified)
  nt, 0%, 12%, nt
CN1CCN(C(=O)c2ccc(N(Cc3ccccc3Cl)S(C)(=O)=O)cc2)CC1
  -1.3%, -2%, 14%, -21%
COCC(C)NCc1ccccc1C (stereo unspecified)
  2.8%, -5%, -3%, 1%
CC12CCC(C(=O)Nc3cccc(NC(=O)C45CCC(C)(C(=O)O4)C5(C)C)n3)(OC1=O)C2(C)C
  1.4%, -2%, -4%, -3%
CCCCCCN(C(=O)CCCCCN1C(=O)NC(c2ccc(-c3ccccc3)cc2)C(C(=O)OCc2ccccc2)=C1C)C(C(=O)NCCCC)c1ccc(OCC(=O)OC)cc1 (stereo unspecified)
  nt, 33%[activator], 74%[activator], -15%
CCC(C(=O)N1CCN(c2cccc(Cl)c2)CC1)c1ccccc1 (stereo unspecified)
  ?, 4%, 6%, -15%
CCC(CCC(=O)Nc1cccc(C(=O)O)c1)C(=O)O (stereo unspecified)
  0.0%, 1%, 2%, -72%[inhibitor]
CCCCC(c1nnnn1C1CCCC1)N1CCN(C2CCCCC2)CC1 (stereo unspecified)
  -0.5%, -9%, -11%, -6%
CCOc1ccc(CNC(=O)c2ccc3c(c2)nnn3C2CCCC2)cc1
  2.9%, -7%, 9%, 13%[10.9 µM]
O=C(NCc1ccco1)c1cc(-c2ccncc2)nc2ccccc12
  -0.7%, -6%, -8%, -2%
Cc1cccc(N=C2NC(=O)CS2)c1C
  -0.8%, 2%, -6%, 6%
COc1ccccc1CCNC(=O)c1ccc(-c2nc(CSc3ccc(C)cc3)c(C)o2)cc1
  ?, 11%, -20%, 3%[10.9 µM]
O=Cc1ccc(C(=O)O)cc1
  -2.8%, 0%[1.84 µM], -3%, -7%
COc1ccc2c(c1)c1c(c(=O)n(-c3cccc(Cl)c3)c(=O)n1C)n2C
  ?, -6%, -4%, 1%[10.9 µM]
Cc1cccnc1NC(=O)CSc1nnc(Cc2ccccc2)o1
  nt, -11%, -11%, nt
O=C(NC1CCCCC1)C(c1ccccc1)N(Cc1ccc2c(c1)OCO2)C(=O)c1cnsn1 (stereo unspecified)
  nt, -3%, 8%, nt
Cc1cc(C)cc(N(CC(=O)N2CCC(C)CC2)S(C)(=O)=O)c1
  -1.1%, -2%, 3%, -10%
COc1ccc(S(=O)(=O)c2cc(NS(=O)(=O)c3ccc(Cl)cc3)c(C)c(C)c2O)cc1
  ?, -2%, ?, -12%[10.9 µM]

4 compounds already listed, sorted by molecular weight, lowest first.
The line under a structure holds: IkB signaling, p53ts 32C kill, p53ts 39C tox, Imprint erasure
Cc1cccc(N=C2NC(=O)CS2)c1C
  -0.8%, 2%, -6%, 6%
CCC(CCC(=O)Nc1cccc(C(=O)O)c1)C(=O)O (stereo unspecified)
  0.0%, 1%, 2%, -72%[inhibitor]
O=C(NCc1ccco1)c1cc(-c2ccncc2)nc2ccccc12
  -0.7%, -6%, -8%, -2%
O=S(=O)(c1ccc2nc(N3CCN(c4ccccc4)CC3)ccc2c1)N1CCCCC1
  -1.7%, 1%, -8%, 5%[10.9 µM]

Additional results.
The line under a structure holds: IkB signaling, p53ts 32C kill, p53ts 39C tox, Imprint erasure
CCOCCCN(Cc1ccco1)C(=O)c1cc2c(=O)[nH]c3ccc(C)cc3c2s1
  ?, -13%, -26%, -8%[10.9 µM]
CCOC(=O)Nc1ccccc1C(=O)N1CCOCC1
  -2.2%, 6%, 14%, -9%
O=C(Oc1ccccc1C(=S)N1CCCCC1)c1cc([N+](=O)[O-])cc([N+](=O)[O-])c1
  nt, -11%, -2%, nt
COc1ccc(-n2c3c(cc(C(=O)N4CCCCC4)c2=O)C(=O)CC(C)(C)C3)cc1
  0.4%, -2%, 8%, -3%
Cc1ccc2c(c1)c1c(c(=O)n(-c3ccccc3C)c(=O)n1CC(=O)NCCC1=CCCCC1)n2C
  0.1%, 2%, -5%, -7%[10.9 µM]
CCN(CC)c1ccc(-c2nc(-c3ccncc3)no2)cc1[N+](=O)[O-]
  0.4%, -2%, 29%, -9%[10.9 µM]
Cc1ccc(CN2C(=O)N(c3ccccc3)C(=O)C2CC(=O)Nc2ccccc2)cc1 (stereo unspecified)
  ?, -7%, -26%, -4%[10.9 µM]
O=c1c(-c2cc(F)cc(F)c2)nc2cnc(N3CCNCC3)nc2n1Cc1cccs1
  0.7%[11.4 µM], ?, ?, nt
Cc1ccc(OCCn2c(-c3ccc(Cl)cc3)nc3ccccc3c2=O)c(C)c1
  -1.7%, -4%, 14%, -12%[10.9 µM]
COc1ccc(N(CC(=O)NC(C)(C)C)C(=O)c2ccco2)cc1
  -0.4%, -2%, -6%, 9%
COc1cccc(-c2nnc(SCC(=O)N(C)C3CCCCC3)o2)c1
  ?, 1%, 11%, -9%[10.9 µM]
Cc1ccc(Nc2nnc(-c3ccc(C)c(S(=O)(=O)N4CCOCC4)c3)c3ccccc23)cc1
  ?, -7%, 0%, -14%[10.9 µM]
C#CCC(C(=O)OC)(C(=O)OC)C(C[N+](=O)[O-])c1ccccc1 (stereo unspecified)
  nt, 7%[9.22 µM], -9%[9.22 µM], nt
Cc1cc(S(=O)(=O)N(Cc2ccccc2)Cc2ccc(N(C)C)cc2)ccc1-n1cnnn1
  3.7%, 7%, 3%, -14%
CCCNC(=O)CSc1c2c(nc3ccc(Cl)cc13)CCCC2
  ?, ?, ?, 22%[10.9 µM]
COc1ccc(C2NC(=O)N(C)C3=C2C(=O)N(c2cccc(Cl)c2)C3)cc1 (stereo unspecified)
  2.7%, -1%, 17%, -8%[10.9 µM]
COc1ccc(N=Cc2c(O)[nH]c3ccccc23)cc1OC
  ?, 7%, 2%, -37%[inhibitor]
CCOP(=O)(c1c(F)c(F)c(F)c(F)c1F)C1(O)CCCCC1 (stereo unspecified)
  3.7%, 4%, 6%, -15%
CCOC(=O)N1CCc2c(sc3c2c(=O)n(Cc2ccccc2)c(=O)n3CC(=O)Nc2cccc(C)c2)C1
  ?, 10%, 22%, -7%[10.9 µM]
CCCCOC(=O)c1ccc(NC(=O)CSc2nc3c(c(=O)[nH]2)CCCC3)cc1
  1.8%, -6%, -8%, -9%[10.9 µM]
Cc1noc(/C=C/N(C)C)c1S(=O)(=O)N1CCCC(C(=O)NC2CCCCC2)C1 (stereo unspecified)
  1.1%, 13%, 0%, -3%
Cc1cccc(NC(=O)CSc2nc3ccccc3c3nc(CCn4cncc4C)nn23)c1
  -0.7%, -3%, -34%, -9%[10.9 µM]
Cc1ccc(CSc2oc(-c3ccco3)nc2S(=O)(=O)c2ccc(Br)cc2)cc1
  1.2%, 5%, 16%, -7%[10.9 µM]
COC(=O)c1ccccc1NC(=O)C1=C(C)C(=O)OC12CCC(C)CC2 (stereo unspecified)
  -1.5%, 11%, -3%, -13%[10.9 µM]
CCOC(=O)NCCc1ccc(OC)cc1
  -0.4%, 1%, 11%, -10%
CCOC(=O)c1oc2ccccc2c1NC(=O)Cc1cccs1
  0.4%, 15%, -9%, -13%
Cc1cc(C)c2c(=O)cc(C(=O)NCCc3ccc(S(N)(=O)=O)cc3)oc2c1
  1.4%, 8%, -5%, 3%[10.9 µM]
Nc1ccccc1C(=O)/C=C\c1ccc2c(c1)OCO2
  nt, -11%[9.22 µM], -17%[9.22 µM], nt
Cc1ccc(NC(=O)CC2Oc3ccc(C)cc3NC2=O)cc1 (stereo unspecified)
  -3.1%, -4%, -5%, -6%
CCN1C(C)=C(C(=O)OC)C(c2ccccc2)N2C(=O)[C@@]3(C(=O)OC)O[C@@]12C1C(=O)CCCC13 (stereo partly specified)
  nt, 4%[9.22 µM], 8%[9.22 µM], nt
Cc1ccc(Cl)cc1N1CCN(S(=O)(=O)c2ccc3c(c2)C(C(C)C)C(=O)N3)CC1 (stereo unspecified)
  -5.6%, 42%[activator], ?, -10%[10.9 µM]
c1ccc(-c2noc(CN3CCN(C(c4ccccc4)c4ccccc4)CC3)n2)cc1
  1.5%, 7%, 10%, -5%
O=C(c1ccc2c(c1)N(Cc1ccc(F)cc1)C(=O)CS2)N1CCOCC1
  3.2%, 0%, 3%, -12%
COc1cc(-c2nnc(COc3ccc4ccccc4c3)o2)cc(OC)c1OC
  ?, -10%, -15%, -18%
Cc1nc2ccccc2c(=O)n1CCCO
  -0.9%, 27%, 3%, -5%
Cc1cc(C)cc(NC(=O)C2CCCN(S(=O)(=O)c3cnc[nH]3)C2)c1 (stereo unspecified)
  -1.4%, -1%, 7%, -7%
CCOC(=O)N1CCC(NC(=O)CS(=O)(=O)Cc2nc(-c3ccccc3C)oc2C)CC1
  1.5%, 1%, 9%, -21%
CN1CCN(c2ccnc(-c3ccoc3)n2)CC1
  -1.9%[11.4 µM], 4%, 16%, -10%
COc1cccc(Cn2c(=O)c(-c3cccc(F)c3)nc3cncnc32)c1
  -1.6%[11.4 µM], -4%, 2%, nt
Cc1cccc(C)c1Nc1c(-c2ccsc2)nc2ccc(Cl)cn12
  ?, 1%, -1%, -8%[10.9 µM]
